WRN helicase inh – WRN helicase (human) inhibition | Q14191 | WRN helicase unwinding, fluorescent forked duplex, kinetic | Potency, µM (doses to about 114 µM), for the others: top-dose activity change, negative = inhibition, most hits filed as inhibitors | 360,000 compounds, 0.46% hits | AID 651768; further: potency means the concentration at half of the fitted maximal effect; on the % scale 0 is the no-effect control and ±100 the full control effect; nearly all actives have a fitted effect of over 55% in size
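WRN at 20 nM final preincubated with compound 15 min at room temperature; reaction started with 100 nM fluorophore/quencher forked duplex oligonucleotide and 2 mM ATP final. Unwinding followed kinetically by red fluorescence (ex 525, em 598 nm).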
IL2 activator – IL-2 activation; 360,000 compounds, 0.065% hits; activation, % (series mostly up to about 46 µM); AID 652025; IL-2 activation reporter assay, cell-based qHTS; stimulated with anti-CD3/CD4/CD28 beads; in transgenic mouse T cells; in the data active means activation above about 50%; inconclusive means mostly about 30% to 49%; further: 0% is about no effect
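Readout: EGFP and DsRed signals by fluorescent plate cytometry. Unstimulated transgenic mouse T cells received compound 60 min before antibody-bead stimulation, then incubated 18 h at 37 degrees C.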
PI5P4Ka inh – inhibitors of human PI5P4K alpha; PI5P4Kalpha enzyme, ADP-Glo luminescence, 60 min; active compounds read low; max response, %; 330,000 compounds, 1.2% hits; AID 652105; active means max response of -50% or lower; inconclusive means between -30% and -50%; inactive means -30% or higher; further: value at the top dose of about 77 µM; on the % scale 0 is the no-effect control and ±100 the full control effect
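qHTS, 1536-well: enzyme/substrate mix, compound by pin tool, 5 microM ATP final; RT 60 min; ADP-Glo reagents 1 (45 min) then 2 (30 min); luminescence.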
FUS yeast rescue – rescues growth of FUS-expressing yeast. S. cerevisiae FUS-expressing, growth rescue, OD600, 24 h. Potency, µM (highest dose often 76.6 µM), for inactives: at the highest dose growth rescue (activation), hits mostly activators. AID 1347120. 390,000 compounds, 0.24% hits;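 further: potency means the concentration at half of the fitted maximal effect; plate controls were DMSO vehicle for no effect and reference control for full effect; nearly all actives have a fitted effect of over 55% in size; some results filed as inactive show a strong effect at the top dose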
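Read-out: OD at 600 nm after 24hr at 30C, reporting rescue of FUS-induced yeast toxicity. Cells at OD 0.005 in galactose (2%) minimal medium; compounds tested in a dilution series; CP55940 titration from 92uM final as control.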
PLK1 PBD inh – blocks phosphopeptide binding to human PLK1 polo-box domain | P53350 | Plk1 PBD binding of FITC phosphopeptide, fluorescence polarization | Potency, µM, for the others: max response, negative = inhibition, hits mostly inhibitors | 360,000 compounds, 2.8% hits; further: potency means the concentration at half of the fitted maximal effect; series mostly up to about 57 µM; on the % scale 0 is the no-effect control and ±100 the full control effect; nearly all actives have a fitted effect of over 65% in size
EPAC1 antagonist – EPAC1 (human) antagonism. O95398. EPAC1 GEF assay, Rap1b-BODIPY-GDP exchange fluorescence. Potency, µM (series often up to 115 µM), for inactives: top-dose activity change, negative = inhibition, usual class: inhibitors. 360,000 compounds, 0.14% hits. AID 720709;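 further: potency means the concentration at half of the fitted maximal effect; plate controls were vehicle for no effect and positive control for full effect; nearly all actives have a fitted effect of over 50% in size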
Target sequence (O95398 whole entry, looked up): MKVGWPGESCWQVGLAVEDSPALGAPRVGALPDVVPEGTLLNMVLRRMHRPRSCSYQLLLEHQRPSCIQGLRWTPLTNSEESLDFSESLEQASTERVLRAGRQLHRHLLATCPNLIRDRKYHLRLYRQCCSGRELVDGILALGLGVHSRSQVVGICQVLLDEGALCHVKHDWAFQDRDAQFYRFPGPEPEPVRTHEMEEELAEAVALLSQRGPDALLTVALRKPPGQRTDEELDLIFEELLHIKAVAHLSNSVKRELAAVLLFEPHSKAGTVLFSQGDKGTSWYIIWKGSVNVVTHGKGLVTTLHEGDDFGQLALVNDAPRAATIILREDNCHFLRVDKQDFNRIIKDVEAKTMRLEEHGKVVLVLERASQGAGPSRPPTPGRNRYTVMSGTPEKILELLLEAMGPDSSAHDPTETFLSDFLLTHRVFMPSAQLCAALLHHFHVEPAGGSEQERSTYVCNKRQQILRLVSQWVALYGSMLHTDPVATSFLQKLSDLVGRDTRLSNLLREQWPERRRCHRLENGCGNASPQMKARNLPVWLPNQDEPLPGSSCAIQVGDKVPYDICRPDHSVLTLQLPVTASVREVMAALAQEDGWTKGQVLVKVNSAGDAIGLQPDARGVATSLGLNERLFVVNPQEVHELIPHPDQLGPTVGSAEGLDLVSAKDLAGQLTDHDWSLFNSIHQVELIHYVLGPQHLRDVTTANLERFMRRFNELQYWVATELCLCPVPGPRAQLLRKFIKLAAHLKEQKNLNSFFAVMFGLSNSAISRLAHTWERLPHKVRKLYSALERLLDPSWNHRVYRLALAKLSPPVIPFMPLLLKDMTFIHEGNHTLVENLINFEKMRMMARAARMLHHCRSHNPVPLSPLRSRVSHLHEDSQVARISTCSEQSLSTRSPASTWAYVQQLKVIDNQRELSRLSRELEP
Abeta rescue – A-beta toxicity reversal in yeast; yeast expressing A-beta42, growth rescue, OD600, 48 h; response scale: 0% DMSO, 100% iron-clioquinol control; Potency, µM (series often up to 46.1 µM), without a hit: at the highest dose growth rescue, usual class: activators; 410,000 compounds, 0.063% hits; further: potency means the concentration at half of the fitted maximal effect; nearly all actives have a fitted effect of over 55% in size
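Yeast growth medium received pinned compounds, then yeast cells expressing toxic A-beta were added; plates incubated at 30 C for 48 hr. Growth read as absorbance at 600 nm, normalized to DMSO and equimolar FeCl3 plus clioquinol controls.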
EPAC1 ag – agonists of human EPAC1; O95398; EPAC1 agonist qHTS, biochemical assay; response scale: 100% = response to 6.5 mM cAMP; Potency, µM (series often up to 154 µM), for inactives: at the highest dose activation, hits mostly activators; 360,000 compounds, 0.073% hits; AID 720707; further: potency means the concentration at half of the fitted maximal effect; nearly all actives have a fitted effect of over 60% in size
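Compounds were pinned as a concentration titration into mixtures of EPAC1 (100 nM), BODIPY-GDP-loaded Rap1B (250 nM) and GDP (50 uM). After 5 min at room temperature, fluorescence was followed for 30 min; activity was scaled to 6.5 mM cAMP.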
* hit, by the source's call; ? = inconclusive; / = no result given; [ ] = remark or other dose. Unless noted, the call rests on the fitted dose curve; in most records, active means well fitted curve in the direction sought with a large enough effect; inconclusive means small, poorly fitted or top-dose-only effect, or another doubt; inactive means no such curve, though single readings can be large; an effect the other way counts as inactive or inconclusive.

smiles,PI5P4Ka inh,EPAC1 ag,PLK1 PBD inh,Abeta rescue,EPAC1 antagonist,FUS yeast rescue,IL2 activator,WRN helicase inh
Cc1cc(C)n(-c2ccc(C(=O)Nc3cccc(S(=O)(=O)N4CCCC4)c3)cc2)n1,-10,12%,-3%,4%,-1%,17%,-1.0,-15%
CCOC(=O)/C=C1\SCC(=O)N1CC(=O)NCc1ccc(OC)c(OC)c1,3,3%,-9%,-6%,-22%,17%,0.4,-13%
COc1ccc(OC)c(C2C(C(=O)N(C)C)=C(C)Nc3nc4ccccc4n32)c1 (stereo not drawn),13,-1%,-2%,0%,12%,-1%,0.0,-6%
CCOCCCn1c(SCC(=O)Nc2oc(C)c3c(C)n[nH]c(=O)c23)nnc1-c1ccncc1,5,6%,-5%,0%,-13%,-3%,0.5,6%
Cc1nn(-c2ccccc2)c(C)c1C(=O)NCc1ccc(S(N)(=O)=O)cc1,-12,5%,-2%,-2%,21%,13%,1.6,-2%
C=C1CC[C@@H]2[C@](C)(CO)[C@H](O)CC[C@@]2(C)[C@@H]1/C=C/C1=CCOC1=O,-1,7%,-3%,8%,-19%,-17%,0.2,0%
COc1ccccc1CNC(=O)CSc1ccccc1,2,-1%,-4%,20%,-14%,-6%,-2.8,1%
NS(=O)(=O)c1cccc(NC(=S)NCc2ccccc2)c1,-1,10%,-25%,9%,-3%,0%,0.9,-3%
C#CCn1c2ccccc2c(=O)n1C(C)CBr (stereo not drawn),-2,2%,-1%,5%,-2%,-16%,-0.4,7%
COc1cccc2c1cc1c(=O)n(CC(=O)NCc3ccccn3)nc(C)n12,8,8%,-2%,-1%,-20%,-10%,1.5,-8%
CCCC(=O)NC(C)c1nc2ccccc2n1CC (stereo not drawn),1,-11%,3%,2%,-16%,-26%,-2.3,5%
C=CCOCCN(C)C1=NS(=O)(=O)c2ccccc21,13,4%,-20%,-21%,0%,22%,1.2,5%
Fc1ccc(NC(=S)NCCc2ccccc2)c(F)c1F,/,10%,-12%,13%,-5%,-2%,-2.9,-11%
O=C(Nc1nccs1)c1nc[nH]c1C(=O)N1CCc2ccccc2C1,-16,4%,-17%,7%,-4%,-10%,1.8,-12%
Cc1n[nH]c(C)c1N=Nc1ccc(Br)cc1,50,2%,7%,-28%,-21%,8%,-0.4,-8%
O=C(NCC(c1cccnc1)N1CCN(c2ccc(F)cc2)CC1)c1cccc(Cl)c1 (stereo not drawn),9,-3%,-2%,3%,8%,-5%,-0.5,2%
O=C(COc1ccccc1Cl)Nc1ccc(S(=O)(=O)N2CCOCC2)cc1,3,-1%,0%,5%,3%,5%,-0.1,1%
CCCCCCC(=O)Nc1c(O)c2ccccc2[nH]c1=O,-10,-7%,-5%,10%,15%,17%,1.5,6%
CCN(Cc1ccccc1)Cc1cc(OC)cc(OC)c1,/,13%,-13%,8%,-7%,?,-1.2,-1%
CCOc1ccccc1NC(=O)C1CCCN(S(=O)(=O)c2cccc3cccnc23)C1 (stereo not drawn),0,-7%,-5%,-29%,4%,20%,-1.7,6%
CCCCn1c(N)c(N(CCOC)C(=O)CSc2ccccc2C)c(=O)[nH]c1=O,2,6%,-7%,3%,-5%,27%,-0.5,-11%
C/C(=N\NC(=O)c1ccccn1)c1ccc(Cl)cc1,5,16%,-12%,6%,-9%,-4%,6.0,5%
COc1ccc(CCn2c(=N)c(C(=O)NC3CCCC3)cc3c(=O)n4ccccc4nc32)cc1OC,13,3%,-10%,8%,-13%,8%,-0.5,2%[57.1 µM]
COc1cc(C(C)=O)ccc1OCC(O)CN1CCN(c2cc(C)cc(C)c2)CC1 (stereo not drawn),2,14%,-1%,-11%,-1%,-1%,0.7,0%
CCN(CC)CCn1c(=S)[nH]c2cc3c(cc2c1=O)OCO3,-9,8%,-24%,24%,-8%,15%,0.4,15%

smiles,PI5P4Ka inh,EPAC1 ag,PLK1 PBD inh,Abeta rescue,EPAC1 antagonist,FUS yeast rescue,IL2 activator,WRN helicase inh
CC(=O)Nc1ccccc1OCC(=O)c1cc(C)n(Cc2cccs2)c1C,-4,8%,4%,-1%,3%,39%,-4.0,-1%
COc1ccc(N2CCN(C(=O)c3ccc4c(c3)CC(c3ccccc3)OC4=O)CC2)cc1 (stereo not drawn),-1,0%,-2%,-2%,6%,?,-0.9,-6%
CCCc1nnc(SCC(=O)Nc2nnc(CC)s2)n1CC1CCCO1 (stereo not drawn),2,-12%,-2%,9%,-16%,-5%,0.8,5%
Cc1csc(=O)n1CCC(=O)OCC(=O)Nc1cc([N+](=O)[O-])ccc1Cl,2,0%,-8%,-9%,9%,3%,-5.9,3%
C[C@H]1[C@H](C)CC[C@]2(C(=O)O)CC[C@]3(C)C(=CC[C@@H]4[C@@]5(C)C[C@@H](O)[C@H](O)C(C)(C)[C@@H]5CC[C@]43C)[C@H]12,-11,-30%,0%,-17%,-1%,?,-0.5,14%
CSc1ccccc1NC(=O)c1ccc(Br)o1,-4,-4%,2%,6%,-1%,-2%,-0.1,-7%
CCC(C(=O)Nc1ccc(S(=O)(=O)Nc2ncccn2)cc1)c1ccccc1 (stereo not drawn),1,1%,1%,14%,-2%,23%,3.4,11%
O=C(O)CSc1nc2ccccc2c(=O)[nH]1,/,9%,-3%,-10%,10%,11%,-0.5,-8%
O=C(O)c1ccc(NCc2nc3cc4ccccc4cc3[nH]2)cc1,0,7%,2%,2%,-1%,/,-2.0,-7%
COc1cc(/C=C2\SC(=N)N(c3ccc(F)cc3)C2=O)ccc1O,-23,-1%,11%,1%,-7%,17%,0.5,-15%
COCCn1nnnc1CN1CCC(NC(=O)Nc2cccc(OC)c2)CC1,/,8%,-1%,-7%,6%,-11%,-1.4,-5%
Cn1nc(C(C)(C)C)cc1NC(=O)C1(C)CCN1C(=O)CC(c1ccccc1)c1ccccc1 (stereo not drawn),1,-7%,-4%,10%,-10%,?,-0.4,-10%
COc1cccc(NC(=O)N2CCCC2C(=O)NCc2ccc(Cl)cc2)c1 (stereo not drawn),6,0%,3%,-12%,-1%,-9%,-0.1,9%
C=CCN1C(=O)C2C(C(=O)NC3CCCCC3)C3C=CC2(O3)C1C(=O)NC1CCCC1 (stereo not drawn),1,-8%,-7%,6%,11%,0%,0.1,9%
CCOc1ccccc1NCc1nnc(-c2ccccc2)o1,6,0%,-4%,-5%,3%,18%,-0.1,-10%
COc1ccc(CNC(=O)[C@@H](NC(=O)C2CCN(C(=O)[C@@H]3CCCN3C(=O)OC(C)(C)C)CC2)C(C)C)cc1,-5,-17%,-1%,-8%,-6%,8%,0.7,0%
COC(=O)c1ccc(CNC(=O)COC(=O)CC23CC4CC(CC(Br)(C4)C2)C3)cc1,2,-6%,-6%,-5%,-17%,/,-0.1,-32%
Cc1ccccc1Cn1c(C)nc2ccc([N+](=O)[O-])cc2c1=O,-2,4%,-6%,20%,-13%,0%,-2.7,0%
O=C(NCc1cccc(F)c1)C1CCC(=O)N(CCCN2CCOCC2)C1 (stereo not drawn),2,-3%,4%,-2%,3%,-8%,-0.2,-6%
COC(=O)[C@]12CCCCC=C1N(Cc1cccc3ccccc13)C(=O)[C@H](CC(=O)NCC13CC4CC(CC(C4)C1)C3)C2,7,-4%,-7%,-1%,-14%,?,-1.0,-11%
COc1ccc(C(=O)NC(Nc2ccccc2)C(Cl)(Cl)Cl)cc1 (stereo not drawn),/,18%,1%,4%,-14%,6%,-1.3,-9%
CC(=O)c1sc(NC(=O)CN2C(=O)CCC2=O)nc1C,-4,-1%,-1%,-7%,12%,-13%,0.3,2%
c1ccc(COc2ccc(OCCN3CCCC3)cc2)cc1,2,3%,-16%,-12%,-5%,13%,-0.3,7%
CCn1c(=O)cc(O)c2c(=O)n(C)c(=O)n(C)c21,0,7%,-2%,22%,9%,-1%,4.9,10%
COc1ccc(CNC(=O)CN(c2cccc([N+](=O)[O-])c2)S(C)(=O)=O)cc1,4,-13%,-6%,-20%,-16%,9%,-0.5,-5%

Quoted from the listing, 2 compounds:
smiles,PI5P4Ka inh,EPAC1 ag,PLK1 PBD inh,Abeta rescue,EPAC1 antagonist,FUS yeast rescue,IL2 activator,WRN helicase inh
O=C(O)c1ccc(NCc2nc3cc4ccccc4cc3[nH]2)cc1,0,7%,2%,2%,-1%,/,-2.0,-7%
COc1cc(/C=C2\SC(=N)N(c3ccc(F)cc3)C2=O)ccc1O,-23,-1%,11%,1%,-7%,17%,0.5,-15%

The list goes on:
smiles,PI5P4Ka inh,EPAC1 ag,PLK1 PBD inh,Abeta rescue,EPAC1 antagonist,FUS yeast rescue,IL2 activator,WRN helicase inh
Cc1cc(N2CCOCC2)ccc1/C=C1/SC(=O)NC1=O,-5,6%,-11%,-7%,?,9%,2.0,?
COc1cccc(CNS(=O)(=O)c2cc3c(cc2C)NC(=O)CO3)c1,10,2%,-4%,-2%,-28%,-16%,1.7,-13%
O=C(Nc1cccnc1)Nc1ccc(Br)cc1Cl,/,7%,4%,6%,3%,-7%,-2.0,4%
Cc1nc(-c2cc(C#N)c(Sc3ccc(Cl)cc3Cl)nc2C)cs1,22,-3%,-6%,1%,-3%,-12%,-4.1,-4%
CCCCCCCCN1C(=O)[C@H](CC(=O)NCCC(C)C)C[C@@]2(C(=O)OCC)CCC=C12,-2,-20%,-2%,9%,-12%,41%,-0.3,1%
O=C(Cn1ncc2c(=O)oc3ccccc3c21)NC1CC1,8,9%,?,0%,-6%,40%,-0.5,14%
CCC(C(=O)OCC(=O)Nc1cccc(OC)c1)c1ccccc1 (stereo not drawn),4,4%,-1%,2%,-10%,2%,-2.9,-6%
CCC(=O)NC(=S)Nc1ccc(NC(=S)NC(=O)c2ccc(C)cc2)cc1,3,-1%,0%,-3%,10%,-2%,0.1,0%
O=C(C1CCCN(S(=O)(=O)c2ccccc2)C1)N1CCN(c2ncccn2)CC1 (stereo not drawn),0,3%,-4%,17%,-4%,8%,-3.3,0%
CCc1ccc2ncc(C(=O)c3ccccc3)c(N3CCOCC3)c2c1,4,-2%,-4%,6%,12%,-10%,-2.0,-3%
O=C(NNC(=O)C1CCN(S(=O)(=O)c2ccc(Cl)cc2)CC1)c1ccccc1,6,-6%,0%,11%,1%,/,-1.9,6%
CCOc1ccc(NC(=S)N2CCCCCC2)cc1,0,9%,-13%,36%,-6%,13%,-0.7,8%
